Assay outcomes from PubChem.
MITF act – increases MITF-driven TRPM1 promoter luciferase signal | activation, % at 12.5 µM | AID 588334 | actives 0.75% (n = 300,000) | SK-MEL-5 TRPM1-promoter luciferase, 24 h; % of positive control, neutral wells = 0;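 active means mean activation of at least 80% with every replicate also reaching 80%; inconclusive means mean reaches 80% but some replicate falls short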;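 further: 0% = neutral control wells and 100% = parthenolide positive control wells; values of inactives mirror those of a sister screen read the other way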
Wnt act – activators of Wnt/beta-catenin signaling; Wnt/beta-catenin reporter cell assay, activator, plate reader; activation, % at 9.35 µM; actives 1.2% (n = 300,000); in the data active means activation above about 30%, passing the limit was not always enough; inconclusive means no clear call, values can overlap the other calls;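 further: 0% = neutral control wells and 100% = positive control wells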
CAL PDZ FP-1 – blocks peptide binding to human CAL PDZ domain; Q9HD26; purified CAL PDZ, TMR-peptide fluorescence polarization, 1 h; inhibition, % at 20 µM; actives 0.02% (n = 330,000); AID 504414;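 active means highest replicate inhibition of at least 40%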;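 further: plate controls were DMSO neutral control wells for no effect and unlabeled competitor peptide control wells for full effect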
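material = purified tagged CAL PDZ domain construct (CerCALP) | compound dosing = 20 µM, one dose | times = 1 h at RT | measured by = fluorescence polarization from S- and P-plane intensities, G-factor corrected | read-out = inhibition from polarization loss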
SR-BI DiI inh – inhibitors of mouse SR-BI mediated HDL lipid uptake | Q61009 | ldlA[mSR-BI] CHO cells, DiI-HDL uptake fluorescence, 3 h | inhibition, % at 12.5 µM | actives 0.96% (n = 320,000) | AID 488896;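 active means mean replicate inhibition of at least 70% and a set share of replicates each scoring 70 or more; inconclusive means meets just one of the two criteria; inactive means fails both criteria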;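 further: 0% = median of neutral control wells and 100% = median of positive control wells; values of inactives mirror those of a sister screen read the other way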
Target sequence (Q61009 whole entry, looked up): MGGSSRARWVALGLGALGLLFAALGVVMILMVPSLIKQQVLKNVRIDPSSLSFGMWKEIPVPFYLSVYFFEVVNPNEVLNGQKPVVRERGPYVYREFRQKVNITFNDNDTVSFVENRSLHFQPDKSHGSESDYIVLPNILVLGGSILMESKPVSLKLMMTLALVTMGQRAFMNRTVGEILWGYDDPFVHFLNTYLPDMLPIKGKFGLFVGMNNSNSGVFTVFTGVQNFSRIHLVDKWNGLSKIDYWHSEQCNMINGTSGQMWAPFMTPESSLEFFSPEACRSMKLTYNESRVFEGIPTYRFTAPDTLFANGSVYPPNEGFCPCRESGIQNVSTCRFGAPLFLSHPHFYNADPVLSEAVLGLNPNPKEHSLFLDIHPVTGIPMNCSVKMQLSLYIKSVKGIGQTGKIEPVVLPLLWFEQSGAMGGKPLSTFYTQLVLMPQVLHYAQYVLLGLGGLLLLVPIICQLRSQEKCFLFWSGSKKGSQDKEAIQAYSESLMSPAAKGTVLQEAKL
SR-BI uptake up – enhances SR-BI lipid uptake from DiI-HDL. CHO ldlA[mSR-BI] cells, DiI-HDL uptake fluorescence, 3 h; 100 = double the neutral-control signal. activation, % at 12.5 µM. actives 0.096% (n = 320,000);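 active means mean replicate activation of at least 60% and every replicate at or above 60%; inconclusive means mean or all-replicate condition met, but not both; inactive means mean below 60% and not all replicates reaching 60%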;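 further: 0% = median plate neutral-control signal and 100% = twice that signal; values of inactives mirror those of a sister screen read the other way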
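Assay system: LDL receptor-deficient CHO ldlA cells overexpressing murine SR-BI / Medium: BSA-supplemented, HEPES-buffered Ham's F12, pH 7.4 / Probe or stimulus: DiI-labelled HDL at 10 µg/mL final / Timing: compound with DiI-HDL co-incubation, 3 h at 37 °C / Technique: bottom-read cell fluorescence after medium removal, ex 550/em 595 nm / Measure: HDL uptake via cellular fluorescence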
Ecoli viability – bacterial growth inhibition, counter-screen for AddAB inhibitors; inhibition, % at 11.9 µM; actives 0.27% (n = 330,000); E. coli V3065 growth, OD600 absorbance, 18 h; AID 449728;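 active means inhibition above the campaign's mean inhibition across all tested compounds plus 3 SD, cut at about 9.9% in these data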;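 further: uninfected addAB+ strain grown without phage in ampicillin broth; 0% = DMSO wells and 100% = ciprofloxacin 0.95 µg/ml wells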
Tat export inh – blocks Tat-dependent protein export in E. coli; E. coli MC4100 TorA-mCherry Tat export, fluorescence; inhibition, % at 10 µM; actives 0.036% (n = 340,000);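 active means mean replicate inhibition at least 50% and at least half of replicates individually reaching 50%; inconclusive means only one of the two criteria met; inactive means neither criterion met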;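 further: exported cargo escapes ClpAP degradation while cytoplasmic cargo is degraded and loses fluorescence; 0% = median of neutral control wells and 100% = median of NaSCN control wells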
CAL PDZ FP-2 – blocks peptide binding to the human CAL PDZ domain; Q9HD26; purified CAL PDZ, TMR-peptide fluorescence polarization, 1 h; inhibition, % at 24.9 µM; actives 0.92% (n = 300,000); AID 602252;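 active means mean inhibition of at least 30% with at least half of replicates also reaching 30%; inconclusive means no clear call, values can overlap the other calls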;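 further: 0% = DMSO neutral control and 100% = excess unlabeled competitor peptide PRC23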
AddAB inh – less growth of phage-infected E. coli with AddAB; E. coli expressing H. pylori AddAB, absorbance growth; inhibition, % at 11.9 µM; actives 0.29% (n = 330,000); in the data active means inhibition above about 12%;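 further: 0% = vehicle wells of infected cells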
phage Ecoli inh – E. coli growth loss with phage present | inhibition, % at 11.9 µM | growth absorbance | AID 651602 | actives 0.26% (n = 360,000); in the data active means inhibition above about 11%
The depositor's hits bear a star; ? = inconclusive; nt = no result given. Compounds as they come; any-hit rate near 3.6%.

Compound	CAL PDZ FP-1	SR-BI uptake up	Ecoli viability	Wnt act	MITF act	AddAB inh	SR-BI DiI inh	CAL PDZ FP-2	Tat export inh	phage Ecoli inh
Cc1cccc(-n2c(C)cc(C=C(C#N)C#N)c2C)c1	0.2	-15	1.7	nt	-3	2.4	15	0	2	2.2
O=C(COC(=O)c1ccc(O)cc1)NC(=O)NCc1ccccc1	-1.2	0	-1.8	-1	-10	1.0	0	-4	7	1.8
O=C(NCc1cccnc1)c1ccc(COc2ccc(Cl)cc2Cl)o1	0.1	3	1.8	-3	nt	6.2	-3	nt	1	6.5
COc1cc(OC)c(OC)cc1/C=N/n1c(-c2n[nH]c3c2CCC3)n[nH]c1=S	0.1	5	-1.9	1	nt	-15	-5	nt	-5	1.8
COc1cccc(OC)c1C(=O)NC(C)C12CC3CC(CC(C3)C1)C2 (centres undefined)	-0.8	18	0.0	-4	-2	-0.8	-18	-1	-2	1.7
C=CCC[C@H](Cc1ccc(F)cc1)C(=O)OC[C@H](Cc1c[nH]c2ccccc12)NC(=O)[C@H](CC=C)CC(=O)NCCO	-0.4	-5	-2.6	-16	-13	1.7	5	0	13	1.4
CC1CCN(c2cc(N)c(Cl)cc2[N+](=O)[O-])CC1	-1.3	-29	-1.9	11	22	-1.5	29	-3	-1	1.9
COc1ccc(-c2cc(=Nc3c(C)n(C)n(-c4ccccc4)c3=O)c3ccccc3o2)cc1	0.2	-42	-0.3	-2	56	0.0	42	nt	-5	4.0
O=C1c2ccccc2C(=O)N1CC1=NCCc2ccccc21	0.5	nt	0.9	nt	2	4.0	nt	3	-10	3.4
Cc1ccc(-c2nnc(OCc3nc4ccccc4n3C)c3ccccc23)cc1	-4.0	nt	-2.0	1	-2	-0.2	nt	-1	-7	2.3
CCc1nnc(NC(=O)CC(C)c2ccccc2)s1 (centres undefined)	-0.6	4	-4.8	1	0	2.7	-4	-3	-1	2.9
Cc1occc1C(=O)N(Cc1nc(-c2ccccc2)no1)C(C)C	-2.2	11	-1.1	1	-2	3.0	-11	-1	-12	-4.1
COc1ccc(OCc2cc(C(=O)N3CCN(CC(=O)N(C)C)CC3)no2)c(Cl)c1	-0.3	-1	0.6	-1	20	2.9	1	-1	-4	2.3
CC1CCN(C(=O)COC(=O)CCc2c[nH]c3ccccc23)CC1	-0.6	3	0.1	0	6	0.6	-3	0	2	3.8
Cc1ccc(CC2S/C(=N/c3ccccn3)NC2=O)cc1 (centres undefined)	-1.1	24	0.3	nt	-4	-0.6	-24	-1	-2	2.2
Nc1nnc(CSCc2ccc(F)cc2)s1	-0.7	39	-2.3	1	3	0.3	-39	nt	-5	2.4
C/C(=N\N1CCN(Cc2ccccc2)CC1)c1ccco1	-0.3	46	0.6	5	25	3.8	-46	1	0	4.0
O=C(CNC(=O)OCc1ccccc1)NC1CCCCNC1=O (centres undefined)	-2.1	11	0.6	2	5	0.3	-11	-6	11	4.8
COc1ccccc1NC(=O)COC(=O)CCc1ccc(S(=O)(=O)N2CCOCC2)cc1	-0.6	19	-1.6	-2	-3	-1.3	-19	0	-2	2.0
CC(NC(=O)C1CCCCC1)C(c1cccs1)N1CCN(C)CC1 (centres undefined)	0.1	29	-0.6	-3	nt	1.0	-29	nt	-6	1.6
COc1ccccc1C(=O)N1C(CC(=O)Nc2ccccc2C)C(=O)NC2CCCCC21 (centres undefined)	-3.0	4	1.9	-3	6	-0.8	-4	-1	4	1.8
CCCCc1c(O)nc(SCC(=O)c2ccccc2)n(-c2ccccc2OC)c1=O	-1.2	21	3.4	-2	nt	-0.7	-21	-3	3	-0.5
CCn1c(C)nc2cc(C(=O)NNC(=O)Nc3ccc(Cl)cc3)ccc21	-3.0	-4	3.6	-9	0	8.1	4	2	-5	7.8
O=C(Nc1cc(Cl)cc(Cl)c1)c1coc(=O)c(Br)c1	0.8	5	0.0	0	nt	-2.0	-5	0	-3	1.6
C=C(C)C1CC=C(C)/C(=N\NC(=O)CNc2ccccc2OC)C1 (centres undefined)	-2.6	-28	1.9	-4	-1	5.1	28	-2	3	7.3
Cc1[nH]c2ccccc2c1C(=O)COC(=O)C1CCC(=O)N1 (centres undefined)	0.2	2	-1.6	-1	-5	1.0	-2	-1	0	0.4
CCc1ccc(NC(=O)c2cc(C)nn2-c2ccccc2)cc1	-2.6	nt	0.7	2	12	-0.4	nt	-7	4	-0.4
CCn1c(SCC(=O)NC2CCCc3ccccc32)nnc1-c1cccs1 (centres undefined)	0.5	16	0.7	nt	6	1.7	-16	nt	-8	1.3
COc1ccccc1NC(=O)CSCC(=O)N1c2ccccc2CCc2ccccc21	-2.2	0	0.9	-4	2	0.2	0	-5	-3	2.5
CCN(CC)S(=O)(=O)c1cccc(C(=O)OCC(=O)c2ccc3c(c2)NC(=O)CO3)c1	-2.5	-44	-0.6	-10	12	0.3	44	-2	-1	-2.3
COCCCNCCCCOc1ccc(C)cc1[N+](=O)[O-]	-0.9	26	2.5	1	5	3.3	-26	0	5	2.5
CCc1ccc(OC(C)C(=O)N(Cc2ccco2)C2CCS(=O)(=O)C2)cc1 (centres undefined)	-0.6	16	-0.4	-1	nt	1.2	-16	nt	2	0.3
COc1ccc(NC(=O)C(C)N2C(=O)c3ccccc3C2=O)c(OC)c1 (centres undefined)	nt	nt	-3.6	0	nt	-1.6	nt	nt	nt	2.9
Cc1cccc(NC(=O)c2ccc(NCC3CCCO3)c([N+](=O)[O-])c2)c1 (centres undefined)	0.1	-63	1.4	nt	40	-0.3	63	-3	-2	3.5
O=C(O)c1[nH]c2ccccc2c1CC(=O)N1CCOCC1	0.2	22	-2.1	nt	-5	-1.6	-22	nt	1	-0.3
CCc1noc(C)c1C(=O)N1CCCSC1=Nc1ccccc1	-0.6	19	1.7	-5	10	3.1	-19	-1	-7	2.1
O=C(Nc1ccc2c(c1)CN(Cc1ccccc1O)CC2)C1CCCO1 (centres undefined)	-3.0	-15	1.9	5	0	4.4	15	-3	-3	1.3
C/C(=N\NC(=S)NCc1ccccc1)c1cccs1	-1.5	-12	-0.9	1	32	-2.1	12	nt	14	1.3
O=C(CCCC(=O)N(CC(=O)NC1CCCC1)C1CCCC1)Nc1ccccn1	-1.1	-74	1.2	nt	-2	-1.1	?	-5	11	3.6
CC1Cc2nc(SCC(=O)N3CCN(c4ccccc4)CC3)n(C)c(=O)c2S1 (centres undefined)	-0.1	-5	-2.5	0	4	-0.2	5	-2	1	3.2
CN(/N=C/c1ccccc1O)C(=S)c1ccccc1	-0.7	0	-0.5	15	nt	5.2	0	-6	-7	2.2
COc1cc(OC)cc(C(=O)Nc2cc(C)on2)c1	-0.8	13	0.3	4	-12	4.3	-13	9	-2	2.4
Cc1cccc(Nc2ccc(C(=O)O)cc2[N+](=O)[O-])c1C	-1.5	8	-0.5	4	5	0.7	-8	-6	10	2.0
Cc1cccc(Cn2ccc(NC(=O)c3ccc4c(c3)OCO4)n2)c1	0.2	13	2.1	2	-4	3.4	-13	1	-14	3.7
Cc1ccc(NS(=O)(=O)c2ccc(C(=O)N3CC(C)CC(C)C3)cc2)cc1 (centres undefined)	-3.0	-7	-0.7	-3	-8	0.3	7	-3	3	2.1
C/C(=N\NC(=O)COc1ccc(C)cc1Br)c1cc([N+](=O)[O-])cs1	-0.5	-46	0.0	-1	-1	0.5	46	nt	1	2.0
O=C(CN1CCSCC1)N/N=C/c1ccc(F)cc1F	-1.0	8	0.8	-4	5	0.5	-8	nt	6	1.9
Cc1cccc(C(=O)O)c1NC(=O)Cc1cccc2ccccc12	0.7	17	1.1	-1	3	-0.3	-17	nt	13	1.9
COC(=O)c1scc(C)c1S(=O)(=O)Nc1ccc(C)cc1	-0.6	6	1.6	2	1	0.0	-6	-4	17	-3.1
O=C(CCCNC(=O)c1ccc(Cl)cc1)Nc1ccc(S(=O)(=O)Nc2ncccn2)cc1	-1.8	nt	-2.1	8	9	2.0	nt	-5	-11	3.4
Cc1ccc2c(c1)N(S(=O)(=O)c1ccc3c(c1)NC(=O)CC(=O)N3)CCO2	-1.5	-3	-2.6	-4	3	6.2	3	-1	-4	3.5
CCC1CCCCN1S(=O)(=O)c1ccc2c(c1)CCN2C(C)=O (centres undefined)	0.3	-4	-1.1	-1	6	-0.5	4	3	-4	3.6
O=C1CSc2ccc(C(=O)NCCc3ccc(Cl)cc3Cl)cc2N1	0.5	-18	2.8	-3	11	2.7	18	2	-3	5.8
COC(=O)NC(=C(Cl)Cl)S(=O)(=O)c1ccccc1	0.9	73*	0.2	3	-30	0.9	-73	1	2	0.9

A run of entries taken from the entries so far, as a working copy:
Compound	CAL PDZ FP-1	SR-BI uptake up	Ecoli viability	Wnt act	MITF act	AddAB inh	SR-BI DiI inh	CAL PDZ FP-2	Tat export inh	phage Ecoli inh
O=C(Nc1ccc2c(c1)CN(Cc1ccccc1O)CC2)C1CCCO1 (centres undefined)	-3.0	-15	1.9	5	0	4.4	15	-3	-3	1.3
C/C(=N\NC(=S)NCc1ccccc1)c1cccs1	-1.5	-12	-0.9	1	32	-2.1	12	nt	14	1.3
